# Screening data from PubChem.
# TLR9-MyD88 inh – inhibitors of TLR9-MyD88 association in cells, primary screen, cell-based, CHO, BLA complementation, fluorescence; Toll-like receptor 9 (Homo sapiens) + Myeloid differentiation primary response protein …; CCF4 FRET ratio; inhibition, % at 4.98 µM; 340,000 compounds, 0.21% hits; AID 504734, 2011;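 active means inhibition above the mean over all tested compounds plus 3 SD, cut at about 21% in these data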;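 further: 0% = DMSO only wells and 100% = clavulanate BLA inhibitor control wells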
# MC4R antag cAMP – MC4R antagonists of cAMP signaling, primary screen, cell-based, TR-FRET, antagonist arm of biased-ligand search; AID 540295, 2011; inhibition, % at 6.5 µM; MC4R-expressing cells, MTII-stimulated cAMP, LANCE TR-FRET; Melanocortin receptor 4 (Homo sapiens), P32245; 360,000 compounds, 0.48% hits;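 active means inhibition above its plate's cutoff, the mean of tested wells on that plate plus 3 SD, cut at about 29% in these data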;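 further: 0% = Melanotan II alone and 100% = Melanotan II plus saturating MCL0020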
#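 Material: human MC4R-expressing U2OS cells. Probe or stimulus: Melanotan II challenge. Dosing: 6.5 µM single dose. Times: 30-min compound, 1-h challenge, 1-h detection, room temperature. Technique: TR-FRET with Eu-cAMP and labeled anti-cAMP, 671 nm. Replication: singlicate.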
# NCOA2 inhibitor – inhibition of GAL4-SRC2 driven luciferase reporter, primary screen, SRC2 inhibitor project, cell-based, luminescence; Nuclear receptor coactivator 2 (Homo sapiens), Q15596; HEK293 GAL4-SRC2 luciferase reporter; inhibition, % at 9 µM; 370,000 compounds, 0.17% hits; AID 651957, 2012;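 active means inhibition above the mean inhibition of all tested compounds plus 3 SD, set per campaign, cut at about 52% in these data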;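 further: 0% = DMSO treated cells and 100% = cells given Gossypol at 36 µM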
# Target sequence (Q15596 whole entry, looked up, the tested form may be a part): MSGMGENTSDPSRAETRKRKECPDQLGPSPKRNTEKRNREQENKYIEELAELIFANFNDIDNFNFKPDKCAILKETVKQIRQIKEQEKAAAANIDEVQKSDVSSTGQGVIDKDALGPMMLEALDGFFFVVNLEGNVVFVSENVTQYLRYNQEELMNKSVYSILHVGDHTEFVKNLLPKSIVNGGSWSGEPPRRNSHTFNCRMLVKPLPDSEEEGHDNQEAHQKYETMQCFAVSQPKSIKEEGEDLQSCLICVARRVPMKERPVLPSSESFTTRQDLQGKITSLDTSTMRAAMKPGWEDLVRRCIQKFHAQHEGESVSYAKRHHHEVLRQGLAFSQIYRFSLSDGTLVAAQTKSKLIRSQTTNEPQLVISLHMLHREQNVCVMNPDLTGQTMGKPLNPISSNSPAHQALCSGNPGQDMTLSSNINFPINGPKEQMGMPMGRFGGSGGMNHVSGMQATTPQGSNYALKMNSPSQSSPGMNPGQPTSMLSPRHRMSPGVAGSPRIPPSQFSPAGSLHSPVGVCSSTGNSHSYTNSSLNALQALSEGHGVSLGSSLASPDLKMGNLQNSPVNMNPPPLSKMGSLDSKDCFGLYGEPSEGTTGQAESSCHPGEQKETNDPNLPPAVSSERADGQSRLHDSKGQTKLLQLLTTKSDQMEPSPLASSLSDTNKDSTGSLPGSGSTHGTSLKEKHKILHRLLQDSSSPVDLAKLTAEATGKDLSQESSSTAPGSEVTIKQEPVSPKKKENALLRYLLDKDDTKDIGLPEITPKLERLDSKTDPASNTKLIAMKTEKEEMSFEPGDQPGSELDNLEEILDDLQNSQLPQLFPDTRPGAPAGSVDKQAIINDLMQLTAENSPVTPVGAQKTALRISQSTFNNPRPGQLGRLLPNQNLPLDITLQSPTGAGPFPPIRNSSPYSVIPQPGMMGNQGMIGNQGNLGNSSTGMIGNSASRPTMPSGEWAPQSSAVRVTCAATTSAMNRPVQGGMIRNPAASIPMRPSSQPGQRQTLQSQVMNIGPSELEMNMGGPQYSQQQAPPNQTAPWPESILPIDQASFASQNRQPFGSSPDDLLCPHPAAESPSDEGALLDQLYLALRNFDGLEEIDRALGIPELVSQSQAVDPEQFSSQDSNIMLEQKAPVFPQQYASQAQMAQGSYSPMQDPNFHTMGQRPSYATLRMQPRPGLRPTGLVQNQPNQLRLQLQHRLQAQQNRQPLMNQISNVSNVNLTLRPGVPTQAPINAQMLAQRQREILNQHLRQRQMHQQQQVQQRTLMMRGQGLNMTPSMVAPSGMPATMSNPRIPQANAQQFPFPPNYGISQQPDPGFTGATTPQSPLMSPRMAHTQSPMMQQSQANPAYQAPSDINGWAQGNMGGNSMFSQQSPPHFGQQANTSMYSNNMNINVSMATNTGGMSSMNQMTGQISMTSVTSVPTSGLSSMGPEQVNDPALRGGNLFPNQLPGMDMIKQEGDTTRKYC
# NOD2-RIPK2 inh – NOD2-RIPK2 binding disruptors in cells, primary screen, fluorescence, CHO cells, BLA complementation; Receptor-interacting serine/threonine-protein kinase 2 (Homo sapiens), O43353; CCF4 ratio; inhibition, % at 4.98 µM; 360,000 compounds, 0.38% hits; AID 624267, 2012; in the data active means inhibition above about 21%;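 further: 0% = vehicle only and 100% = reference blocker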
# NCOA3 inh – SRC3 coactivator transcriptional activity inhibitors, primary screen, cell-based, luminescence; HEK293 GAL4-SRC3 luciferase reporter; 360,000 compounds, 0.17% hits; inhibition, % at 3.6 µM; Nuclear receptor coactivator 3 (Homo sapiens), Q9Y6Q9;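 active means inhibition above a per-campaign cutoff, the mean of all compounds plus 3 SD, cut at about 60% in these data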;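 further: 0% = DMSO-treated cells and 100% = gossypol-treated cells at 36 µM; higher means less SRC3-driven luciferase light from the GAL4 reporter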
# LRH-1 inv ag – LRH-1 (NR5A2) inverse agonists, primary screen, cell-based, luminescence, HEK293T, StAR-luciferase reporter | inhibition, % at 3.6 µM | AID 602396, 2012 | Nuclear receptor subfamily 5 group A member 2 (Homo sapiens), O00482 | 360,000 compounds, 0.13% hits | LRH-1 transfected, 24 h;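 active means inhibition above the mean inhibition of all tested compounds plus 3 SD, cut at about 73% in these data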;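 further: 0% = DMSO wells and 100% = reporter-only cells lacking LRH-1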
# EBV LMP1 NFkB – EBV LMP1-driven NF-kappaB luciferase reporter inhibitors, primary screen, cell-based, luminescence, single point | LMP1-induced NF-kappaB luciferase reporter cells | inhibition, % at 12.5 µM | 350,000 compounds, 0.69% hits; in the data active means inhibition above about 41%;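 further: 0% = neutral control wells and 100% = reference inhibitor control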
# MC4R barr agon – MC4R agonists recruiting beta-arrestin, primary screen, cell-based, luminescence, agonist arm of biased-ligand search | Melanocortin receptor 4 (Homo sapiens), P32245 | U2OS MC4R beta-arrestin complementation; percent of melanotan II response, DMSO zero | AID 540308, 2011 | 360,000 compounds, 0.98% hits | activation, % at 8.9 µM;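 active means activation above a per-plate cutoff, the mean activation of sample wells on that plate plus 3 SD, cut at about 8% in these data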
# SRC1 inh – SRC1 coactivator transcriptional activity inhibitors, primary screen, cell-based, luminescence | Nuclear receptor coactivator 1 (Homo sapiens), Q15788 | HEK293 GAL4-SRC1 luciferase reporter | 360,000 compounds, 0.12% hits | AID 588354, 2011 | inhibition, % at 3.6 µM;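 active means inhibition above the campaign mean plus 3 SD, with each screening campaign given its own cutoff, cut at about 60% in these data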;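 further: 0% = DMSO treated cells and 100% = gossypol at 36 µM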
# NR2F2 inh – NR2F2 transcriptional activity inhibitors, primary screen, cell-based, luciferase reporter, HEK293T, luminescence. HEK293T NGFI-A luciferase reporter. inhibition, % at 8.6 µM. 370,000 compounds, 0.7% hits. AID 686940, 2013;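 active means inhibition above a per-plate cutoff, mean inhibition of test wells between control levels plus 3 SD, cut at about 38% in these data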;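 further: cells cotransfected with COUP-TFII expression vector driving the NGFI-A reporter; 0% = median of COUP-TF2 test wells and 100% = reporter-only cells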
# ABHD5 PLIN5 PPI – ABHD5-PLIN5 interaction inhibitors, primary screen, cell lysate, split luciferase complementation, luminescence; Split G. princeps luciferase complementation, 4 h; inhibition, % at 4 µM; 360,000 compounds, 0.78% hits; AID 602281, 2012;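 active means inhibition above the mean inhibition across every tested compound plus 3 SD, cut at about 22% in these data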;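 further: 0% = DMSO only wells and the 100% control is not disclosed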
# * marks the source's active call; other numbers are inactive results; . = not tested or not shown. This is a subset (hit frequency here may not be typical).
SMILES,TLR9-MyD88 inh,MC4R antag cAMP,NCOA2 inhibitor,NOD2-RIPK2 inh,NCOA3 inh,LRH-1 inv ag,EBV LMP1 NFkB,MC4R barr agon,SRC1 inh,NR2F2 inh,ABHD5 PLIN5 PPI
CCOc1ccc(C2c3c(oc4cc(C)c(C)cc4c3=O)C(=O)N2CCCN2CCOCC2)cc1 (configuration not stated),-2,4,-8,-6,-33,1,13,-2.6,3,-6,-4
CCOC(=O)c1c(C)[nH]c(C(=O)CN2C(=O)NC3(CCCC3)C2=O)c1C,-4,-4,-49,3,-24,-47,-21,0.9,-13,-7,3
COc1ccc(N=C2NN=C(c3c(C)[nH]c4ccccc34)CS2)cc1,6,-4,-31,-6,1,49,-18,0.2,-11,-12,0
O=C(COC(=O)Cc1ccc(Cl)cc1Cl)NCc1ccccc1,-4,1,-5,3,-8,-6,5,-1.2,10,-9,4
Cc1nc2ccc(N)nc2nc1C,2,4,9,-4,9,-5,4,-0.7,-5,-20,2
Cc1ccc(S(=O)(=O)c2ccc(Cl)cc2)cc1S(=O)(=O)NC(C(=O)O)C(C)C (configuration not stated),0,-2,-4,-5,10,-3,-6,-0.1,-12,9,3
COc1ccc(CCNC(=O)c2cccc(S(=O)(=O)N3CCCC3)c2)cc1,-11,3,4,-21,23,-4,-3,-3.2,-2,1,-5
COc1ccc(S(=O)(=O)NCc2ccc(F)cc2)cc1OC,-1,3,-11,-5,10,-15,10,-2.4,8,4,9
NN(CCO)C(=S)Nc1ccc(Cl)cc1,-7,-2,-21,-3,4,-8,6,-0.2,-24,2,-3
Cn1ncc2c(Nc3cccc([N+](=O)[O-])c3)ncnc21,9,-4,-14,-4,10,11,-2,-1.5,-9,-27,-4
CC(C)c1nc2c(s1)CCc1onc(-c3ccc(Cl)cc3)c1-2,-7,-2,-23,-4,20,10,-4,1.7,6,20,2
CCOC(=O)c1c(NC(=O)COC(=O)c2c(C)noc2C)sc2c1CCC2,-3,8,18,-10,-45,-6,6,0.3,-11,-6,3
CCCCN(CCCC)Cc1ccc(C(=O)NNC(=O)Nc2ccccc2)o1,-3,1,15,-17,14,2,1,-1.6,-8,2,-5
Cc1nnc(N2C(=O)C(O)=C(C(=O)c3ccco3)C2c2cccc3ccccc23)s1 (configuration not stated),-5,7,3,-8,1,-4,6,0.6,-14,-12,2
O=C(O)c1ccccc1SSc1ccccc1C(=O)O,-3,18,-22,-7,-5,-7,10,-0.1,-46,1,-23
O=C(O)Cc1cc(=O)[nH]n(-c2ccccc2)c1=O,-7,5,2,-9,-2,0,0,-2.7,-6,-1,2
O=C(CSc1nc2ccccc2c(=O)n1-c1ccccc1)NC(=O)CN1CCCC1=O,-5,8,11,-5,13,7,-21,0.8,-3,-4,0
O=C(CCC1CCCC1)NNC(=O)c1cccc(Cl)c1,-8,13,-46,-5,-5,5,-6,-0.3,12,-9,-5
COc1c(C)cc(S(=O)(=O)N2CCCC2)c(C)c1C,6,1,-22,3,-12,7,-6,-0.1,4,-4,-3
Cn1cc([N+](=O)[O-])c(C(=O)Nc2sc3c(c2C#N)CCC3)n1,3,1,-3,-15,-27,-1,-8,-3.5,-23,-15,-8
O=C(Oc1coc(CSc2ncccn2)cc1=O)c1ccc(Br)o1,-1,6,-9,7,15,-3,3,0.4,-35,-18,1
O=C(NCC1CC1)c1onc(CSc2ccncc2)c1C(=O)NCC1CC1,11,1,14,-6,-5,20,-7,-0.9,6,3,-3
O=C(c1ccco1)N1CCN(C(=S)Nc2ccc(F)c(Cl)c2)CC1,-11,4,-45,4,14,12,7,-3.5,0,9,6
Cc1ccc(NC(=O)C2C3CCC(O3)C2C(=O)O)c(Br)c1 (configuration not stated),-8,8,-56,-7,11,-7,-2,-1.2,-8,-7,13
COc1cccc(-c2cc(C(=O)N3CCN(c4ccc(F)cc4)CC3)no2)c1,2,-2,-20,-17,8,-7,-1,2.2,-15,-5,3
COC(=O)c1cc(NC(=O)CC2SCCNC2=O)cc(C(=O)OC)c1 (configuration not stated),7,0,-23,-7,2,10,2,0.0,-1,-1,-3
NC(=O)C1CCN(C2CC(=O)N(Cc3cccs3)C2=O)CC1 (configuration not stated),-2,11,7,-8,-5,-25,9,-1.7,-5,4,4
O=C(N/N=C/c1cccc2ccccc12)c1cccc(F)c1,10,2,-47,-3,-36,-101,-13,-2.6,-67,-45,-3
CCN1CCN(C(c2cccs2)C(C)NC(=O)C(C)C)CC1 (configuration not stated),-3,25,-12,6,9,6,-10,0.7,7,-6,1
Cn1c(NC(=O)c2ccc3c(c2)OCO3)cc(=O)n(C)c1=O,-2,5,-28,-2,15,14,-5,0.7,5,3,-2
Cc1cc(NC(=O)c2cc(C(C)C)on2)nn1Cc1ccc(Cl)cc1,-1,9,12,4,-1,36,2,1.1,0,33,-10
Cc1cc(SCC(=O)Nc2ccc3[nH]c(=O)[nH]c3c2)nc2ccccc12,-2,7,11,-16,-9,26,3,1.4,-31,-2,9
Cc1ccc(CNC(C)(C)CO)cc1,6,0,15,-2,8,10,-7,-2.2,-12,2,0
CCCCNC(=O)C1CCN(S(=O)(=O)N2CCCCCC2)CC1,-11,3,-2,-15,-6,-3,0,2.6,0,6,0
COc1ccc(-c2c(C(C)=O)c(C)nc3sc4c(=N)n(N)cnc4c23)cc1,8,-7,-11,-4,-13,10,-7,-3.4,-1,-11,-1
O=C(c1cnn(C(=O)c2cccc(S(=O)(=O)N3CCOCC3)c2)c1)c1ccccc1O,-1,7,-16,-7,13,-11,-3,-0.7,4,6,1
COc1ccc(N2CCN(C(=O)Cc3ccc(-n4c(=O)[nH]c5ccccc5c4=O)cc3)CC2)cc1,-10,-1,-25,-2,-12,-7,5,-0.3,-4,-2,2
O=C(N/N=C/c1c(O)n(-c2ccccc2Cl)c(=O)c2ccccc12)C1COc2ccccc2O1 (configuration not stated),14,12,.,23*,0,-6,7,-1.4,2,.,-4
Fc1ccc(-c2csc3ncnc(N4CCN(c5ccccc5)CC4)c23)cc1,-3,1,-3,-6,14,-5,5,0.2,-5,-23,-10
CCCCC(CC)CNC(=O)C(=O)C1C(=O)Nc2ccccc21 (configuration not stated),4,15,16,1,5,-6,-3,1.1,-11,17,3
O=C(c1cnccn1)N(Cc1ccco1)C1(C(=O)NC2CCCC2)CCCCC1,0,2,18,-2,-4,13,10,-1.6,-12,-3,-4
CC1C(=O)N(Cc2cn(CC3CCCCC3)nn2)CCS(=O)(=O)N1Cc1ccc(-c2ccccc2)cc1 (configuration not stated),-4,12,-9,-1,-11,2,-8,-0.7,6,8,-1
CN1CCC(OC(=O)c2cccc(Br)c2)CC1,9,10,3,-17,-5,4,-15,3.3,-6,2,2
CCOc1c(CNc2nnnn2C)cccc1OC,-4,16,-26,-1,-6,0,3,-2.9,-13,1,-11
CN(C)c1ccc(C(CNS(=O)(=O)c2ccc3ccccc3c2)N2CCOCC2)cc1 (configuration not stated),-1,3,14,-3,18,18,-2,-2.2,6,-31,1
CCc1ccc(S(=O)(=O)Nc2nccs2)cc1,-6,-1,10,3,7,1,-3,-0.1,5,-5,-3
O=C(NCCCn1ccnc1)/C(=C/c1ccccc1)NC(=O)c1ccccc1,0,13,11,-21,6,11,8,-0.7,6,-13,1
COc1ccc(Cl)cc1S(=O)(=O)n1ccnc1,-19,-1,23,0,1,2,-5,-3.2,-11,23,2
CCOc1ccc(NC(=O)CSc2nnc(Cc3ccccc3)c(=O)n2N)cc1,6,19,-2,7,7,-23,-7,-0.2,-20,-13,-12
Cc1cccnc1CN1CCN(C(=O)c2cc(COc3ccc4ncccc4c3)on2)CC1,0,5,34,-4,19,30,23,-2.4,-55,63*,0
CCN(CC)S(=O)(=O)c1cccc(NC(=O)c2ccc(-n3nc(C)cc3C)cc2)c1,-7,13,14,-5,25,16,7,-2.3,13,65*,-6
CCn1nnc(NC(=O)COc2ccc([N+](=O)[O-])cc2)n1,3,5,6,1,1,11,-6,0.9,-17,-3,-1
Cc1ccc(S(=O)(=O)CCC(=O)Nc2nc(-c3ccncc3)cs2)cc1,8,-3,-13,-11,-3,-19,31,-3.5,5,22,-4
Cc1cccc(NC(=S)NCC(c2cccnc2)N(C)C)c1 (configuration not stated),4,-3,-19,3,2,-5,12,-0.9,7,-1,0
COc1ccc(Cn2c(-c3ccc(C)cc3)nc3c(c(=O)c4ccccc4n3C)c2=O)cc1,7,15,-7,-6,19,-4,0,9.2*,-1,10,5
Cc1nc(S/C(=C/c2ccc(-c3ccc(C(=O)O)cc3)o2)C(=O)O)n[nH]1,-4,-34,9,-1,-5,-2,-1,-1.4,6,1,4
CCOc1ccnc2c1c(=O)n(Cc1cc(OC)cc(OC)c1)c(=O)n2C,-1,-1,13,-16,27,14,-10,-4.3,-18,-10,-3
O=C(Cc1c[nH]c2ccccc12)N[C@@H](Cc1c[nH]c2ccccc12)C(=O)O,7,9,10,-16,15,20,6,-0.9,-2,17,8
CCOC(=O)c1ccc(-n2c(CCC(=O)O)ccc2-c2cccs2)cc1,-1,28,-25,3,-32,-34,1,0.5,-11,14,14
COc1ccc2oc(=O)c(C(=O)NCc3ccc4c(c3)OCO4)cc2c1,5,10,-26,0,12,4,0,-0.8,-33,-3,1
Cn1c(NCc2ccco2)nc2c1c(=O)n(Cc1ccc(Cl)cc1)c(=O)n2C,7,-5,0,-12,9,11,1,1.2,-2,-13,2
Cc1c(Cl)c(C(F)(F)F)nn1CC(=O)NCc1ccccc1,5,-5,-2,3,11,25,-8,3.6,18,2,12
COc1nc(-c2ccccc2)ccc1-c1noc(-c2cccnc2)n1,-4,15,-21,5,-6,-2,-23,-0.4,8,0,-1
